# Screens from PubChem.
# PglD inh – inhibitors of Campylobacter jejuni PglD acetyltransferase; purified PglD enzyme, DTNB colorimetric CoA detection; inhibition, % at 12.5 µM; 360,000 tested, 0.098% active; AID 602405; in the data active means inhibition above about 16%, passing the limit was not always enough; further: strong numbers were not always called active
# RAD52 inh – blocks human RAD52 DNA annealing. inhibition, % at 18.7 µM. 360,000 tested, 0.46% active. recombinant RAD52 DNA annealing, FRET fluorescence. P43351. AID 651710;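 active means every replicate showing at least 50% inhibition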
# E-sel inducer – induces E-selectin expression in human endothelial cells; HUVEC E-selectin immunofluorescence imaging; normalized: neutral wells 0, TNF-alpha wells 100; activation, % at 7.58 µM; 260,000 tested, 0.37% active; AID 686992;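 active means mean E-selectin-positive cell signal at least 10% of the positive control, reached in at least 60% of replicates, without over 20% cell loss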;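 further: in these data hits start at about 27%; measured in HUVEC primary endothelial cells; signal is the percent of cells scored E-selectin positive by PE staining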
# Target sequence (P16581 whole entry, looked up): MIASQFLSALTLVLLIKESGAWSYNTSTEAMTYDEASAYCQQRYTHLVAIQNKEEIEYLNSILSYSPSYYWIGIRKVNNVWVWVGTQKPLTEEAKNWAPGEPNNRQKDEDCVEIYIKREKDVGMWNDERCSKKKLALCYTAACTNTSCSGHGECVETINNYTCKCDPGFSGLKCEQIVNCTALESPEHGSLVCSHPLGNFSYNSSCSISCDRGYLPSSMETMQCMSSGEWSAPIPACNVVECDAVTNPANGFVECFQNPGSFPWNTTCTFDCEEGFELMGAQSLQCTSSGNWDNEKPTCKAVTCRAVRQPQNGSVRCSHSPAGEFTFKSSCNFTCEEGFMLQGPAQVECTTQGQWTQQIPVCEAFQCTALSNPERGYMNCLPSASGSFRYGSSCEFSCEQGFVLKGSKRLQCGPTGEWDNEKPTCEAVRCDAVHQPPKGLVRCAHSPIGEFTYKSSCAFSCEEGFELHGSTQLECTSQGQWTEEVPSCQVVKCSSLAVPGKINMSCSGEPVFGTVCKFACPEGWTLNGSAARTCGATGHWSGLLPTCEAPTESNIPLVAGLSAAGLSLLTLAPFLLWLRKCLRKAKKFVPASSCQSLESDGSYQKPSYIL
#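 assay system = HUVEC, human umbilical vein endothelial cells | input = 3,000 HUVEC seeded per well | medium = EGM-2 growth medium on 0.1% gelatin-coated wells | dosing = one compound dose added by pin transfer | signal = immunofluorescence imaging | read-out basis = % PE-positive cells | control set = TNF-alpha, DMSO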
# ERp5 block – blocks human ERp5 reductase activity on insulin; Q15084; 350,000 tested, 0.05% active; AID 651711; ERp5 insulin aggregation, absorbance 650 nm, 90 min; inhibition, % at 9.99 µM;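 active means mean replicate inhibition above about 25%, with every replicate also reaching it, limit read from the data, passing the limit was not always enough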
# esBAF inh – blocks esBAF chromatin remodeling in mouse ES cells; Bmi1-luciferase knock-in reporter, 24 h; 100% = twice the neutral-well signal; reporter increase, % at 12.5 µM; 350,000 tested, 2% active; AID 602393; in the data active means activation above about 40%;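 further: 0% = median of the plate's neutral control wells and 100% = double that signal; a rise in the Bmi1 reporter signal indicates esBAF inhibition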
# Casp6 inh – caspase-6 (human) enzyme inhibition | P55212 | purified caspase-6, Z-VEID-R110 cleavage fluorescence | inhibition, % at 12.5 µM | 350,000 tested, 0.53% active | AID 686996;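 active means mean inhibition across replicates at least about 35%, with every replicate also reaching that limit, limit read from the data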;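 further: 0% = median of neutral control wells and 100% = no fluorescence left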
# Target sequence (P55212 24-179 limits assumed): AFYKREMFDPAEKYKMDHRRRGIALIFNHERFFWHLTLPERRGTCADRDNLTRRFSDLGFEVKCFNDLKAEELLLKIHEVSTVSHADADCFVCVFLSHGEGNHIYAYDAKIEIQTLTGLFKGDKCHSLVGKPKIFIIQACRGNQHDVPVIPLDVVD
# Target sequence (P55212 194-293 limits assumed): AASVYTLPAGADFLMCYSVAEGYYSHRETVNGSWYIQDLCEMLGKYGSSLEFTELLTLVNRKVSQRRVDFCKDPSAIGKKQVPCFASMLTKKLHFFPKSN
# ARNT TACC3 PPI – disrupts binding between human ARNT and TACC3; Q9Y6A5; AlphaScreen His-ARNT PAS-B/GST-TACC3 binding, luminescence; TACC3 fragment carries E629A point mutation; inhibition, % at 9.99 µM; 390,000 tested, 0.66% active; AID 623870;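 active means mean inhibition of replicates at least 50% and at least half of replicates each reaching 50%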;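 further: 0% = complete ARNT plus TACC3 wells and 100% = ARNT alone without TACC3; many hits fall short of the cut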
# RAD54 inh – blocks human RAD54 Holliday junction branch migration | Q92698 | FAM/BHQ fluorescence | inhibition, % at 10.4 µM | 360,000 tested, 0.14% active;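 active means mean normalized replicate activity at least 40 and at least half of replicates scoring 40 or more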;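 further: 0% = median of neutral control wells and 100% = median of positive control wells; inhibitors cause a drop in the FAM fluorescence signal; in these data hits start at about 50%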
# An asterisk follows results filed as active; / = not tested or not shown; & = joins results of further samples.
# Preview:
SMILES,PglD inh,RAD52 inh,E-sel inducer,ERp5 block,esBAF inh,Casp6 inh,ARNT TACC3 PPI,RAD54 inh
COc1ccc(CNc2nc(NCc3ccc(OC)cc3)n(C(=O)c3ccncc3)n2)cc1,/,-17.0,0.1,4.0,/,3.7,-35.8,/
Cc1ccc(CNC(=O)COC(=O)CSc2ccc(Br)cc2C)cc1,4.3,/,/,/,-4.6,/,-6.7,-3.5
CN1CCc2[nH]c3ccc(C(=O)NN)cc3c2C1,-0.7,/,/,/,-6.3,/,19.9,66.9*
Cc1ccc(CN2CCC(C(=O)Nc3cccc(-c4cccc(F)c4)c3)CC2)o1,-0.1,-25.8,/,3.5,-8.6,-0.9,-24.4,-7.3
Cc1cc(C(=O)Nn2c(C)nc3ccccc3c2=O)ccc1[N+](=O)[O-],/,-3.1,3.6,-0.2,/,1.3,-9.8,/
COc1ccc(CCNS(=O)(=O)c2ccc([N+](=O)[O-])cc2)cc1OC,-1.2,-120.4,/,-0.4,1.9,1.1,0.3,2.2
CCn1c(=O)cc(SCC(=O)N2CCCCC2)c2ccccc21,-6.1,/,/,/,-6.2,/,2.5,4.7
CO[C@@H](CN(C)S(=O)(=O)c1ccc(Cl)cc1)[C@@H](C)CN([C@@H](C)CO)S(=O)(=O)c1cccc(Cl)c1,-0.7,11.2,-0.1,0.3,-2.4,2.6,-4.4,-7.2
C[C@H]1CCCCO[C@@H](CN(C)S(=O)(=O)c2cn(C)cn2)[C@@H](C)CN([C@@H](C)CO)C(=O)c2cc(NS(=O)(=O)c3cn(C)cn3)ccc2O1,-0.2,7.4,-0.3,3.9,-1.2,-0.7,-15.3,-6.8

# Main list, previewed entries included:
SMILES,PglD inh,RAD52 inh,E-sel inducer,ERp5 block,esBAF inh,Casp6 inh,ARNT TACC3 PPI,RAD54 inh
COc1ccc(CNc2nc(NCc3ccc(OC)cc3)n(C(=O)c3ccncc3)n2)cc1,/,-17.0,0.1,4.0,/,3.7,-35.8,/
Cc1ccc(CNC(=O)COC(=O)CSc2ccc(Br)cc2C)cc1,4.3,/,/,/,-4.6,/,-6.7,-3.5
CN1CCc2[nH]c3ccc(C(=O)NN)cc3c2C1,-0.7,/,/,/,-6.3,/,19.9,66.9*
Cc1ccc(CN2CCC(C(=O)Nc3cccc(-c4cccc(F)c4)c3)CC2)o1,-0.1,-25.8,/,3.5,-8.6,-0.9,-24.4,-7.3
Cc1cc(C(=O)Nn2c(C)nc3ccccc3c2=O)ccc1[N+](=O)[O-],/,-3.1,3.6,-0.2,/,1.3,-9.8,/
COc1ccc(CCNS(=O)(=O)c2ccc([N+](=O)[O-])cc2)cc1OC,-1.2,-120.4,/,-0.4,1.9,1.1,0.3,2.2
CCn1c(=O)cc(SCC(=O)N2CCCCC2)c2ccccc21,-6.1,/,/,/,-6.2,/,2.5,4.7
CO[C@@H](CN(C)S(=O)(=O)c1ccc(Cl)cc1)[C@@H](C)CN([C@@H](C)CO)S(=O)(=O)c1cccc(Cl)c1,-0.7,11.2,-0.1,0.3,-2.4,2.6,-4.4,-7.2
C[C@H]1CCCCO[C@@H](CN(C)S(=O)(=O)c2cn(C)cn2)[C@@H](C)CN([C@@H](C)CO)C(=O)c2cc(NS(=O)(=O)c3cn(C)cn3)ccc2O1,-0.2,7.4,-0.3,3.9,-1.2,-0.7,-15.3,-6.8
COc1ccc2c3c(n(C)c2c1)[C@H](CO)N(S(C)(=O)=O)CC31CN(C(=O)C2CCC2)C1,/,10.2,0.3,0.2,/,-2.8,/,/
N#Cc1nc(-c2ccco2)oc1NCc1cccnc1,/,-3.4,/,4.5,/,0.0,-0.2,/
CCCC#Cc1ccc2c(c1)O[C@@H](CN(C)Cc1cncnc1)[C@@H](C)CN([C@H](C)CO)S2(=O)=O,2.3,6.6,-0.4,3.0,4.4,-0.3,-12.5,5.6
C[C@H]1CN([C@@H](C)CO)C(=O)c2cccc(NC(=O)Nc3ccc4c(c3)OCO4)c2O[C@H]1CN(C)Cc1ccc2c(c1)OCO2,-1.1,1.2,0.6,1.7,-0.8,-0.1,10.4,-12.1
O=[N+]([O-])c1ccc(Cl)cc1Sc1nc2ccccc2o1,-0.8,-4.9,/,-3.8,6.6,4.8,-19.0,-5.8
CCOC(=O)COc1ccccc1/C=N/O,-10.5,/,/,/,-11.2,/,-4.5,3.2
CC(C)(C)c1nn2cnnc2n(/N=C/c2ccccc2)c1=O,/,-17.8,2.8,-5.1,/,-0.3,9.3,/
O=C(NCCc1ccc(Cl)cc1)c1cc(-c2ccncc2)nc2ccccc12,-3.9,-7.1,0.1,0.9,-1.3,-1.8,-0.1,3.4
COc1cccc(CNC(=O)CCC2CCCN(C(=O)c3ccc(OC)c(F)c3)C2)c1 (centres undefined),1.8,-0.8,2.9,9.9,-3.9,-0.7,-0.3,9.6
O=C1CC(=C2c3ccccc3-c3ccccc32)C(=O)N1CCCCN1CCN(c2ccccc2)CC1,-2.5,/,/,/,-2.9,/,-0.4,-5.8
O=C(NCCCN1CCOCC1)[C@@H]1N[C@@H]2c3ccc(C4=CCCCC4)c(=O)n3C[C@@H]2[C@H]1CO,-1.1,-8.9,-0.1,7.8,-2.3,1.1,-2.6,6.4
Cc1ccc(CNC(=O)CN2C(=O)CSc3ccc(S(=O)(=O)N4CCC(C)CC4)cc32)cc1,-2.8,-25.6,/,3.9,2.7,2.7,0.0,-3.6
O=C(COc1ccc(-c2nnco2)cc1)NCc1ccccc1Cl,/,-9.6,/,-0.5,/,-1.5,-58.5,/
COc1ccccc1NC(=O)N(C)C[C@H]1OCc2ccccc2-c2c(n(C)c3ccccc23)C(=O)N([C@@H](C)CO)C[C@H]1C,-2.0,13.2,-0.4,3.2,3.1,0.4,-1.8,3.8
CO[C@H]1CN(C)C(=O)c2cc(NC(=O)Nc3ccc(C(F)(F)F)cc3)ccc2OC[C@@H](C)NC[C@H]1C,0.2,17.8,0.1,-6.6,-1.7,1.0,1.0,12.2
CC(C)CNC(=O)C1(C)CCCCCN1C(=O)c1cc2ccccc2s1 (centres undefined),-2.4,6.5,-0.5,-1.4,1.5,2.0,/,-8.0
CCNC(=O)C[C@H]1CC[C@@H]2[C@H](COc3ccc(NC(=O)c4ccc(C(F)(F)F)cc4)cc3C(=O)N2C)O1,-4.0,/,0.2,/,2.5,/,/,9.3
O=C([C@@H]1[C@@H](CO)[C@@H]2Cn3c(cccc3=O)[C@H]1N2S(=O)(=O)c1ccccc1F)N1CCCCC1,2.8,-0.2,-0.1,-6.7,0.7,1.3,-7.5,-9.3
CCOC(=O)c1csc(NC(=O)c2cc3ccccc3o2)n1,4.6,-16.8,-0.2,-3.4,64.2*,7.8,-23.6,-7.8
CC(C)C(=O)N1CCCC1(C)C(=O)Nc1ccc(-n2cncn2)cc1 (centres undefined),-1.0,-2.9,2.7,-5.4,-0.2,0.1,/,-1.5
Cc1nnc(SCC2=C(C(=O)O)N3C(=O)C(NC(=O)c4cc(F)c(F)cc4Cl)C3SC2)s1 (centres undefined),-4.9,-10.9,0.6,2.1,-1.3,11.3,3.8,3.1
COc1ccc(-c2coc3cc(O)ccc3c2=O)cc1O,2.3,-14.2,/,-2.2,18.9,3.4,/,-7.7
CO[C@@H]1CN(C)C(=O)c2cc(NC(C)=O)ccc2OC[C@@H](C)N(Cc2ccncc2)C[C@@H]1C,-0.7,-6.9,0.1,-0.8,0.1,/,-1.3,-1.4
CCCCn1c(=N)c(S(=O)(=O)c2ccc(Br)cc2)cc2c(=O)n3cccc(C)c3nc21,-0.4,-24.9,/,2.2,-3.4,0.7,4.5,-0.3
Cc1cc(C(=O)COC(=O)c2ccc(O)cc2)c(C)n1-c1ccccc1F,/,-29.1,/,-0.3,/,-0.3,-3.1,/
Cc1ccc2sc(N(CCCN(C)C)C(=O)CCS(=O)(=O)c3ccccc3)nc2c1C,-2.8,7.6,/,-0.3,-24.2,-11.5,2.1,-12.5
O=S(=O)(c1cccc(F)c1)N1CC[C@@H]2[C@H]1c1cc(-c3cccc(F)c3)ccc1N[C@@H]2CO,2.2,/,-0.9,/,-0.5,/,-49.8,-28.2
O=C(C1CCCCC1)N1CC(=O)N2[C@@H](CO)[C@H](c3ccc(C#CCc4ccccc4)cc3)[C@@H]2C1,/,3.3,0.4,1.3,/,1.6,/,/
N#Cc1cccc(-c2ccc(C3[C@H]4CNC[C@@H]3N4Cc3cccc(F)c3)cc2)c1 (some centres undefined),/,11.2&27.6,-0.1&0.3,0.8&-0.4,/,-5.6&-2.2,/,/
COc1ccc(CN(C)C[C@@H]2OCCCC[C@@H](C)Oc3ccc(NC(=O)C4CCCCC4)cc3C(=O)N([C@@H](C)CO)C[C@@H]2C)cc1,12.2,3.9,-0.1,10.6,-2.9,-1.5,4.0,2.3
CN(C(=O)Cc1csc(-c2ccccc2)n1)c1c(N)n(Cc2ccccc2)c(=O)[nH]c1=O,-1.1,-2.4,0.0,-1.9,-0.9,2.6,-0.7,-10.6
COc1ccc(Cl)cc1C(=O)Nc1cc(=O)n(C)c(=O)n1C,2.2,-5.2,0.0,3.8,-6.9,-0.3,-10.5,-1.0
COc1ccccc1NC(=O)N[C@H]1CC[C@H](CC(=O)N[C@H](C)c2ccccc2)O[C@@H]1CO,-2.1,-6.9,-0.7,8.5,7.0,-1.8,-14.9,6.6
Cc1ccc(S(=O)(=O)Nc2ccc3c(c2)C(=O)N([C@H](C)CO)C[C@@H](C)[C@H](CN(C)Cc2ccccc2)O3)cc1,-1.7,-0.6,-0.3,10.5,2.5,-1.7,-6.4,-0.3
O=C(c1ccccc1)N1CCC(O)(c2cccnc2)CC1,3.2,/,/,/,6.3,/,-2.8,6.4
Cc1cccc(-c2cc(C(=O)Nc3cccnc3)c3ccccc3n2)c1,1.9,-18.6,0.1,2.3,-5.1,-2.0,4.0,-3.7
O=C(Oc1cc(=O)oc2c1c(=O)n1c3c(cccc23)CC1)c1ccccc1,/,-66.0,0.0,0.4,/,2.2,1.7,/
N=c1sccn1CC(=O)NCc1ccc(Cl)cc1Cl,/,-3.0,0.3,3.0,/,-3.2,2.0,/
Cc1cccc(NC(=O)c2ccc3c(c2)OCCO3)c1,-2.0,-1.2,/,0.2,-22.4,-2.0,8.0,3.3
CCOC(=O)c1sc2nc(C)nc(Nc3ccc(OC)cc3)c2c1C,/,-42.8,/,1.9,/,-2.1,-2.7,/
O=C(O)c1cccc(-n2cc(-c3cccc(C(F)(F)F)c3)cn2)c1,/,-10.0,0.1,-4.0,/,-0.2,-2.5,/
# Later entries:
SMILES,PglD inh,RAD52 inh,E-sel inducer,ERp5 block,esBAF inh,Casp6 inh,ARNT TACC3 PPI,RAD54 inh
COc1cc(OC)cc(C2=Cc3ccccc3C(CC(=O)c3ccco3)N2c2ccc(-c3cnc(OC)nc3)cc2)c1 (centres undefined),/,-8.6,-0.1,-0.5,/,-3.0,/,/
C/C=C/c1cnc2c(c1)C(=O)N([C@H](C)CO)C[C@H](C)[C@H](CN(C)S(=O)(=O)c1ccccc1F)O2,0.1,3.4,-0.3,0.2,-8.2,-2.5,0.7,10.6
NC(=O)CSc1nnc(NC(=O)c2ccc(Br)o2)s1,0.3,-22.7,/,5.9,5.8,-1.4,-12.7,-2.5
Nc1[nH]c(C(=O)c2ccccc2)c(-c2ccc(Br)cc2)c1C(=O)c1ccccc1,/,-15.0,-0.2,-4.2,/,0.6,/,/
CC(C)C(NC(=O)c1ccccc1)C(=O)N1CCCCCC1 (centres undefined),0.2,0.9,/,7.2,-2.6,-4.0,-3.4,-0.3
CCC(=O)N1C[C@@H](C)[C@@H](OC)CN(C)C(=O)c2ccc(NC(=O)Nc3cccc(F)c3)cc2OC[C@H]1C,0.1,-4.2,-0.2,-1.2,4.2,-0.2,1.7,4.8

# Rows were taken by chance, and some 3.2% of all compounds hit somewhere here.
